TPT1 inhibitor = Candida albicans TPT1 enzyme inhibitors, primary screen, biochemical, fluorescence polarization; tRNA 2'-phosphotransferase TPT1 (Candida albicans SC5314); inhibition, % at 5 µM; 300,000 compounds, 0.81% hits; AID 1962, 2009; recombinant caTPT1, FP RNA substrate dephosphorylation;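 active = inhibition above the mean of all tested compounds plus 3 SD, set per screening campaign, cut at about 24% in these data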;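 note: plate controls were DMSO alone for no effect and ferristatin control at 100 nM for full effect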
ZTA counter = counter-screen for EBNA-1 inhibitors: inhibitors of Epstein-Barr virus ZTA | inhibition, % at 11 µM | P03206 | AID 2234 | ZTA-DNA binding, fluorescence polarization | 320,000 compounds, 0.15% hits; in the data active = inhibition above about 33%
Target sequence (P03206 whole entry, looked up): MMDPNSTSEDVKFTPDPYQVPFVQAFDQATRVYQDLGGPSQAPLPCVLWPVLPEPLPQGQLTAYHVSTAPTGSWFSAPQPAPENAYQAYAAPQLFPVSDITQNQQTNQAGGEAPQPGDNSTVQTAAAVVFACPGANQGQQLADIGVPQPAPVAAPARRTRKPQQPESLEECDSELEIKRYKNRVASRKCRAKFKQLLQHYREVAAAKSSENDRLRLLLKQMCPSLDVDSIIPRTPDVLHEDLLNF
CTSL1 counter = Fasciola hepatica cathepsin L1 inhibitors, primary screen, counter-screen for PFM18AAP inhibitor project, biochemical, QFRET, fluorogenic peptide substrate. inhibition, % at 5.96 µM. 300,000 compounds, 0.49% hits. recombinant F. hepatica cathepsin L1, Z-Leu-Arg-MCA fluorescence;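 active = inhibition above the mean of all tested compounds plus 3 SD, set per screening campaign, cut at about 17% in these data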;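 note: 0% = plate median of test compound wells and 100% = 1 µM Z-Phe-Ala-diazomethylketone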
EBNA-1 inhibitor = EBNA-1 DNA-binding inhibitors, primary screen, biochemical, fluorescence polarization | inhibition, % at 14.8 µM | 300,000 compounds, 0.34% hits; in the data active = inhibition above about 28%
JMJD2C inh = inhibitors of GASC-1 histone demethylase, primary screen, biochemical, fluorescence, DELFIA europium. Lysine-specific demethylase 4C (Homo sapiens), Q9H3R0. GST-JMJD2C(1-420) H3K9me3 demethylation. inhibition, % at 2.35 µM. 330,000 compounds, 0.069% hits. AID 2099, 2009;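 active = more than half of a compound's replicate wells show inhibition beyond 50%, single wells judged on their own value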;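 note: signal counts dimethyl H3K9 product captured on neutravidin plate; 0% = median of DMSO wells and 100% = 0.3 times that DMSO median; strong numbers were not always called active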
core dimer inh = inhibitors of HCV core protein dimerization, primary screen, biochemical, TR-FRET, high-throughput; TR-FRET GST/Flag-core106 dimerization, 1536-well; inhibition, % at 5 µM; 300,000 compounds, 0.33% hits; AID 1899, 2009;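 active = inhibition above the mean of all tested compounds plus 3 SD, set per screening campaign, cut at about 45% in these data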
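Test system: GST/Flag-tagged HCV core106 proteins; Medium: KF-containing HEPES buffer, pH 7.45, DTT, CHAPS, BSA; Times: compound-protein-antibody incubation 4 h at 22.5 °C; Detection: TR-FRET 671 and 617 nm emission; Benchmarks: wells lacking GST-core106 and wells with excess unlabelled core106.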
PP5 primary = PP5 phosphatase inhibitors, primary screen, biochemical, fluorescence | Serine/threonine-protein phosphatase 5 (Homo sapiens), P53041 | purified PP5c, OMFP substrate fluorescence | inhibition, % at 6.7 µM | 320,000 compounds, 0.18% hits | AID 1987, 2009;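 active = inhibition above the campaign's mean inhibition across all tested compounds plus 3 SD, cut at about 9.5% in these data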;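 note: 0% = DMSO only and 100% = 100 µM cantharidin control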
Target sequence (P53041 whole entry, looked up): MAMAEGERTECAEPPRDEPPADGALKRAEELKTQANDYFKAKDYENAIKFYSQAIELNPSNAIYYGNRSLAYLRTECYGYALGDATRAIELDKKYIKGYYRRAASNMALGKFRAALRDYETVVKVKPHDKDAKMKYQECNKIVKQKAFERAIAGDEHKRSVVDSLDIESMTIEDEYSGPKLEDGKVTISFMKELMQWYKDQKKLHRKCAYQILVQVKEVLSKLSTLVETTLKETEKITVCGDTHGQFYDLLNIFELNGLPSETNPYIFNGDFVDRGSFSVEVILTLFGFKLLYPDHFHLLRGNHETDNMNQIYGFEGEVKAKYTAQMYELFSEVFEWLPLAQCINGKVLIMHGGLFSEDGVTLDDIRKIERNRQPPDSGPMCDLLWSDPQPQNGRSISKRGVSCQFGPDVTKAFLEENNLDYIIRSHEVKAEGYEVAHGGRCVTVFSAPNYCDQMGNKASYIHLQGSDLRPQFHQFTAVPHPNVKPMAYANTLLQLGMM
PP1 inh = PP1-alpha phosphatase inhibitors, primary screen, counter-screen for PP5 inhibitor project, biochemical, fluorescence, OMFP substrate, single point | Serine/threonine-protein phosphatase PP1-alpha catalytic subunit (Homo sapiens), P62136 | purified PP1alpha | inhibition, % at 6.7 µM | 320,000 compounds, 0.9% hits | AID 2235, 2010;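 active = inhibition above the mean inhibition of all tested compounds plus 3 SD, computed separately for each screening campaign, cut at about 15% in these data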
Target sequence (P62136 whole entry, looked up): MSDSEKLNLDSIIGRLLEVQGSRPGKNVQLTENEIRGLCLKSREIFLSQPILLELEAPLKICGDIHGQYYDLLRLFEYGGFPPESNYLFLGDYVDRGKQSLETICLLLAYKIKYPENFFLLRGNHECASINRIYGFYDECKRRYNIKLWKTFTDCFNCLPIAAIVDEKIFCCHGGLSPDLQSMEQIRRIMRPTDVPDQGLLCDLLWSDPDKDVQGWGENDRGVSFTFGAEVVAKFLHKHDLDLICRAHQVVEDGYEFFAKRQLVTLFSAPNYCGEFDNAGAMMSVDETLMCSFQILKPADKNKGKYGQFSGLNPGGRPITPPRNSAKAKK
Yeast superoxide = reduction of superoxide in aged yeast, primary screen, HTS; S. cerevisiae aged cells, superoxide DHE fluorescence; stronger effect = lower value; 330,000 compounds, 0.18% hits; superoxide response (% of plate mean), % at 10 µM; AID 2690, 2010;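 active = superoxide response under a set limit, about three screen SD below normal, cut at about 65% in these data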;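 note: yeast aged for seven days with compound at 30 °C before DHE staining; 100% = average MFI of all compound-treated wells on the plate with controls excluded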
Active calls of the source: *; i = inactive; x = not tested or not shown.

Structure	TPT1 inhibitor	ZTA counter	CTSL1 counter	EBNA-1 inhibitor	JMJD2C inh	core dimer inh	PP5 primary	PP1 inh	Yeast superoxide
CSc1ccc(C(=O)c2[nH]c(=O)[nH]c2C)cc1	-3	10	3	5	-32	15	-1.1	-2	100
CCOC(=O)c1c(C)[nH]c(C(=O)OCC(=O)Nc2ccc(Cl)cn2)c1C	x	-3	x	x	-4	x	0.9	-2	100
OCCC1CN(Cc2ccc(F)cc2Cl)CCN1CCc1ccccc1 (configuration not stated)	-1	14	-6	0	-8	-2	0.7	0	96
COc1cccc(NC(=S)N(Cc2cccc(Br)c2)CC2CCC(C(=O)O)CC2)c1 (configuration not stated)	-2	9	3	12	-10	3	-1.2	2	100
Cc1cccc(NC(=O)c2ccc(OCc3c(C)noc3C)cc2)n1	x	-11	x	x	-9	x	1.6	-2	94
O=c1ccc2cc([N+](=O)[O-])c(CCO)cc2o1	-3	-4	1	5	-5	-6	1.8	0	90
COc1ccc(N(CC(=O)N2CCc3ccccc32)S(=O)(=O)c2c(C)nn(C)c2C)cc1	-5	-7	2	5	-13	20	0.8	-1	83
Cc1ccc(C(=O)NNC(=O)c2ccccc2-n2cccc2)cc1	1	-3	-1	-6	-17	-7	0.8	-7	117
Cc1ccc(S(=O)(=O)/N=C2\C(=O)c3ccccc3C([O-])=C2n2cc[n+](CCC(C)C)c2)cc1	0	10	7	5	1	-9	0.7	-1	156
COc1ccc(S(=O)(=O)N2CCN(C(=O)C3CC3)CC2)cc1Br	x	-6	x	x	0	x	4.7	0	144
Cc1ccc(OCC(O)Cn2c(=N)n(CCN3CCOCC3)c3ccccc32)cc1 (configuration not stated)	1	12	9	-5	15	-1	1.1	-2	98
O=C(NCc1ccc2c(c1)OCO2)c1nc(Cn2ccc([N+](=O)[O-])n2)no1	0	-8	2	9	-7	-5	1.1	1	106
CS(=O)(=O)N1CCc2cc(C(=O)Nc3cccc([N+](=O)[O-])c3)ccc21	-5	-9	2	-3	5	9	0.4	-4	96
COCCNC(=O)C(c1ccc(F)cc1)N(C(=O)CCC(=O)Nc1ccccn1)C1CCCCC1 (configuration not stated)	-2	-5	-3	2	3	-12	1.8	-3	91
CCc1cc2c(=O)n(Cc3ccco3)c(SCC(=O)NC3CCS(=O)(=O)C3)nc2s1 (configuration not stated)	-2	1	1	-8	3	14	-0.5	-3	102
CCC(=O)Nc1ccc(S(=O)(=O)NCC2CCCO2)cc1 (configuration not stated)	-2	13	3	5	3	-3	3.7	-3	89
O=C1c2ccccc2C(=O)N1Cc1nc(-c2ccncc2)no1	3	11	1	5	-1	1	-1.4	2	107
COc1ccc(N2CCN(C(=O)c3nc4nc(C)cc(C)n4n3)CC2)cc1	3	-8	1	7	-6	-2	0.1	-5	99
Oc1[nH]c(N=C2N=c3ccccc3=N2)c2ccccc12	0	1	4	-2	-8	0	2.3	0	82
Cc1ccc(C(=O)N/N=C2\CC3CC=CC23)c(C)c1 (configuration not stated)	-2	0	-6	-3	9	-5	-1.7	-2	83
Cc1cc(C)c(S(=O)(=O)c2ccccc2C)c(N(C)C)n1	-5	-5	0	2	0	2	1.6	-2	96
CC(C)c1nc(SCC(=O)N2CC(=O)Nc3ccccc32)c2ccccc2n1	-1	16	2	6	-4	3	0.3	5	108
CCOC(=O)N1CCN(C(=O)COc2cc(=O)n(C)c3ccccc23)CC1	-2	-5	3	1	4	-4	0.5	-5	99
COc1ccccc1NC(=S)NC(NC(=O)c1ccco1)C(Cl)(Cl)Cl (configuration not stated)	-3	-3	0	-8	-5	2	-0.2	0	105
CCc1ccc(CC2S/C(=C(\C#N)C(C)=O)NC2=O)cc1 (configuration not stated)	11	0	-9	-24	-9	10	1.7	-3	104
COc1ccc(C(=S)N2CCOCC2)cc1OC(=O)c1cccc([N+](=O)[O-])c1	0	-22	0	8	7	-5	3.8	3	107
O=C(Cn1cnc2c(nnn2-c2ccccc2)c1=O)N1CCCc2ccccc21	-3	7	-3	13	-4	17	-1.8	-2	87
COc1ccc(NC(=O)CCCc2nnc3n(C)c(=O)c4sccc4n23)cc1	-1	-23	-3	-8	0	-4	-3.1	0	104
COc1ccc(OC)c(C(=O)NC(CC(N)=O)c2ccc(NCc3ccccn3)c([N+](=O)[O-])c2)c1 (configuration not stated)	-1	0	5	0	-1	0	0.9	1	108
Cc1csc(=O)n1CC(=O)OCC(=O)NC(C)c1ccc(F)cc1 (configuration not stated)	x	5	x	x	-6	x	2.3	-3	92
CCOC(=O)CC1C(=O)NCCN1S(=O)(=O)c1ccc(Cl)cc1 (configuration not stated)	-1	30	-7	-13	-1	-4	2.4	-12	99
Cc1ccccc1OCCNC(=O)CSc1ccc(C(F)(F)F)cc1[N+](=O)[O-]	-5	-8	1	6	17	3	3.6	-1	128
N#Cc1c(NC(=O)CSc2ncn[nH]2)sc2c1CCCC2	2	-2	-2	-5	-3	10	1.7	2	101
Cc1ccc(-c2csc(NC(=O)c3cccs3)n2)cc1	-1	12	-1	0	10	3	3.5	3	130
O=C1c2cnccc2CN1Cc1ccccc1	-3	-14	-2	-15	24	-3	1.9	1	113
CCOC(=O)c1sc(=S)n(Cc2ccccc2)c1C	1	-1	1	6	5	0	-0.8	-5	86
O=C(Nc1ccc2c(c1)CCC2)c1cc(S(=O)(=O)N2CCN(c3ccccc3)CC2)ccc1Cl	22	-10	5	-6	2	55*	2.3	8	104
CN(NC1OC(=O)c2ccccc21)c1ccc(Cl)cc1[N+](=O)[O-] (configuration not stated)	-8	7	1	3	-11	-5	-0.1	-2	55*
CC(C)C[C@@H](C(=O)NC1CCN(Cc2ccccc2)CC1)N1C(=O)N2CCc3c([nH]c4ccccc34)[C@@]2(C)C1=O	6	1	3	0	6	-6	4.1	0	114
Cc1cc(=O)n2nc(N3CCC(C(=O)NCc4cccc(Br)c4)CC3)sc2n1	0	-17	1	4	4	-1	3.2	3	99
COc1ccccc1CNc1ncnc2c1nnn2Cc1ccccc1	-4	-10	0	-8	1	3	4.6	-1	113
COc1ccc(C2=NS(=O)(=O)N(C)C(C(=O)Nc3cc(OC)c(OC)c(OC)c3)=C2)cc1	0	7	2	2	i	4	4.5	-1	79
COCc1cc(C)nc(Oc2ccccc2)c1C#N	-1	2	2	-1	4	-4	0.8	-1	109
COc1cc(NC(=O)CS(=O)(=O)c2ccc(C)cc2)cc(OC)c1OC	3	-6	-3	-9	x	1	0.1	-5	102
Cc1cc(C)cc(NS(=O)(=O)c2c(C(=O)N3CCCCCC3)c(C)n(C)c2C)c1	0	-13	5	2	-7	-7	-0.4	-2	86
O=C(Nc1nc2c(Br)cc(Br)cc2c(=O)s1)C1CCC1	-1	0	0	-10	-45	1	-2.0	1	95
CC(C)(C)NS(=O)(=O)c1ccc(CCC(=O)Nc2ccc3c(c2)OCCO3)cc1	0	-15	-4	-10	-2	-3	0.0	0	84
CN(CCc1cnn(C)c1)C(=O)CCc1nnc(CCCc2ccccc2)o1	-4	0	-2	-5	-1	-13	2.4	-2	91

Full records from above. Order of screens: TPT1 inhibitor | ZTA counter | CTSL1 counter | EBNA-1 inhibitor | JMJD2C inh | core dimer inh | PP5 primary | PP1 inh | Yeast superoxide
Entry for `O=C(Nc1ccc2c(c1)CCC2)c1cc(S(=O)(=O)N2CCN(c3ccccc3)CC2)ccc1Cl` → 22 | -10 | 5 | -6 | 2 | 55* | 2.3 | 8 | 104
Entry for `Cc1cc(=O)n2nc(N3CCC(C(=O)NCc4cccc(Br)c4)CC3)sc2n1` → 0 | -17 | 1 | 4 | 4 | -1 | 3.2 | 3 | 99

Additional structures:
Structure	TPT1 inhibitor	ZTA counter	CTSL1 counter	EBNA-1 inhibitor	JMJD2C inh	core dimer inh	PP5 primary	PP1 inh	Yeast superoxide
Cc1cccc(NC(=O)CSc2nc3ccccc3c3nc(CCc4c(C)n[nH]c4C)nn23)c1	-1	-9	-2	-3	-44	9	5.3	8	106
O=C(/C=C/c1ccco1)NC(=S)N1CCCCC1	0	6	1	0	-12	-2	2.8	-2	93
NC(=O)c1ccc(NC(=O)CSc2nncn2-c2ccccc2)cc1	1	3	-2	-7	3	7	-0.5	-1	117
CN1C(=O)N(C)C2C1NC(=O)N2C (configuration not stated)	1	-5	-1	4	0	-2	0.7	-1	89
O=c1c2cnn(-c3ccccc3)c2ncn1Cc1cccnc1	1	-2	-5	-15	-1	-4	0.7	-1	100
COc1ccc(N(CC(O)CN2CCOCC2)S(=O)(=O)c2ccccc2)cc1 (configuration not stated)	1	-10	2	-16	5	2	5.2	2	100
CC(=O)c1ccc([N+](=O)[O-])cc1	x	-6	x	x	1	x	-0.2	-2	79
Clc1cccc(Cl)c1CSc1nnc([C@@H]2CCCN2)o1	-2	10	11	1	2	0	1.0	-1	103
CC1(C)CC(=O)CC(C2(O)C(=O)N(Cc3ccccc3)c3ccccc32)O1 (configuration not stated)	3	4	-4	9	1	7	-1.4	-3	97
O=C(NCCN1CCOCC1)C1CCCN(S(=O)(=O)c2ccc(F)cc2)C1 (configuration not stated)	-1	-6	1	8	-2	7	2.3	-1	108
CCS(=O)(=O)c1ccc2oc(SCC(=O)NCCC3=CCCCC3)nc2c1	-5	-23	-2	5	-14	1	0.8	-1	87
Cc1cc(SCc2cc(=O)n3ccsc3n2)nc2ccccc12	-3	-1	0	-2	-2	-5	0.8	-1	99
CCOC(=O)N1CCN(S(=O)(=O)c2cc(OCC)ccc2OCC)CC1	1	-11	-3	-5	2	5	1.1	-2	88
CCOc1ccc(CN2CCC(C(=O)Nc3cccc(-c4ccn[nH]4)c3)CC2)cc1Cl	-3	0	-7	-3	-8	1	1.9	1	101
C#CCSc1nc(=O)c2cccnc2n1-c1ccc(C)cc1	-3	3	-3	3	-2	2	-3.1	-6	89
CCOc1ccc(S(=O)(=O)Nc2cc(S(=O)(=O)N3CCOCC3)ccc2OC)cc1	x	6	x	x	4	x	-1.0	-2	119
O=C(O)C1CCCN(CCC=C(c2ccccc2)c2ccccc2)C1 (configuration not stated)	5	-5	-2	-9	25	0	-1.2	0	103
Cc1ccc(NC(=O)C2CCCN(S(=O)(=O)c3cccc4nonc34)C2)cc1 (configuration not stated)	5	8	-2	-23	6	-1	2.5	1	90
COc1ccc(Br)cc1CN1CCSCC1	5	-5	-2	-7	-5	1	0.2	-1	104
COCCC(=O)Nc1c(-c2ccccc2)c2cc(Br)ccc2[nH]c1=O	-3	-2	1	-3	-1	0	0.4	-2	90
Cc1cc2ccccn2c1C(=O)Nc1cccc(Cl)c1	2	19	4	5	-6	-2	-1.7	-4	118
CCC(C(=O)NCCc1ccccc1)c1ccccc1 (configuration not stated)	-5	2	-6	0	7	9	0.2	-6	108
Cc1ccc(N(CC(=O)NC2CCCC2)C(=O)CNC(=O)c2cccs2)cc1F	-4	-12	-6	-12	5	-10	-0.3	-3	106
CCCCCC1CC(CC/C(C)=N/NC(N)=O)C(=O)O1 (configuration not stated)	1	-8	-5	-7	-4	1	0.7	-6	93

High-throughput results: PubChem BioAssay, several laboratories
